High-throughput results deposited in PubChem by National Center for Advancing Translational Sciences (NCATS).
B2AR arrestin: qHTS assay of beta-arrestin-biased ligands of beta2-adrenergic receptor; Beta-2 adrenergic receptor (Homo sapiens), P07550; beta-arrestin recruitment to beta2AR, cell-based reporter; Potency, µM (series often up to 46.1 µM), without a hit: at the highest dose activation, actives largely listed as activators; actives 0.02% (n = 330,000); AID 492947, 2010;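 further: potency means the concentration at half of the fitted maximal effect; 0% = DMSO controls and full agonism = EC100 isoproterenol or metaproterenol; nearly all actives have a fitted effect of over 65% in size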
Target sequence (P07550 whole entry, looked up): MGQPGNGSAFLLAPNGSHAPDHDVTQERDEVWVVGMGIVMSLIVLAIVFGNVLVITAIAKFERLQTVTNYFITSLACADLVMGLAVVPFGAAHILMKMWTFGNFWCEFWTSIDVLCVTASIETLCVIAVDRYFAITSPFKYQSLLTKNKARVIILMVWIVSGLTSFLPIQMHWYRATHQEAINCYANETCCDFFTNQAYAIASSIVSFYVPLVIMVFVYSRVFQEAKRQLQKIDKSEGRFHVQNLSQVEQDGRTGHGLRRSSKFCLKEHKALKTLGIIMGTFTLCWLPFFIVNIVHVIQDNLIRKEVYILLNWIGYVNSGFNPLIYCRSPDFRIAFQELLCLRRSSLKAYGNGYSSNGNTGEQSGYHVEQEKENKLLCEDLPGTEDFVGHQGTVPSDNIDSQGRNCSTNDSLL
USP2a block: qHTS Assay for Inhibitors of Ubiquitin-specific Protease USP2a Using CHOP2 as the Reporter | Ubiquitin carboxyl-terminal hydrolase 2 (Homo sapiens), O75604 | USP2 core, Ub-CHOP2 coupled fluorogenic reporter, 485/531 | Potency, µM (doses to about 38.3 µM), inactives show top-dose activity change, negative = inhibition, most hits filed as inhibitors | actives 0.01% (n = 330,000) | AID 463254, 2010;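 further: potency means the concentration at half of the fitted maximal effect; plate controls were DMSO wells for no effect and full inhibition by NEM control for full effect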
Target sequence (O75604 whole entry, looked up): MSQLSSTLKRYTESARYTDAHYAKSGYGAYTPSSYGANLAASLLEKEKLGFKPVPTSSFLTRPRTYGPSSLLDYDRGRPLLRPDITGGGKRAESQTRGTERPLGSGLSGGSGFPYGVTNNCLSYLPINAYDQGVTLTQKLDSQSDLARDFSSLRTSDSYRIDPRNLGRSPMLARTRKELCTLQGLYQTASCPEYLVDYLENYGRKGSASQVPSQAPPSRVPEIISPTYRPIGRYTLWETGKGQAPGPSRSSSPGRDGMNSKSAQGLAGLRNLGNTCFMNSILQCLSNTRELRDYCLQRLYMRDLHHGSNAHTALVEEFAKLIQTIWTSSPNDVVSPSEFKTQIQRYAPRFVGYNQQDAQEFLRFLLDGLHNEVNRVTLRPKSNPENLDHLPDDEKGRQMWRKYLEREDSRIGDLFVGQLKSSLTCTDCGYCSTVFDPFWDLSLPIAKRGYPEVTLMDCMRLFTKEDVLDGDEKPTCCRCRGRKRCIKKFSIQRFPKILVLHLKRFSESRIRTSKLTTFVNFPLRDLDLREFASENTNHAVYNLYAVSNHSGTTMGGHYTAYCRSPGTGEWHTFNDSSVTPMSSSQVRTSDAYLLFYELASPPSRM
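USP2 core (10nM final) preincubated 30min RT with compound in 20mM Tris-HCl pH 8.0, 2mM CaCl2, 2mM beta-mercaptoethanol, 0.05% CHAPS; 25nM Ub-CHOP2 plus 25nM reporter substrate added, fluorescence (Ex485/Em531) read after 60min.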
PTAP TSG101 blk: qHTS Assay for Iinhibitors of HIV-1 Budding by Blocking the Interaction of PTAP/TSG101 | Fluorescence polarization, FITC-PTAP peptide / Tsg101 binding | 340,000 tested, under 10 active | Tumor susceptibility gene 101 protein (Homo sapiens), Q99816 | Potency, µM (highest dose often 115 µM), for inactives: at the highest dose activity change, negative = inhibition, hits mostly inhibitors | AID 493005, 2010; active means well fitted inhibition curve with a large enough effect in the main read-out, with a control signal flat, not every such curve was filed as active; inconclusive means small, poorly fitted or top-dose-only effect, or effect the other way, or a change in a side signal; inactive means no such curve, though single readings can be large or run the other way; further: potency means the concentration at half of the fitted maximal effect; % of control where 0% means no effect
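Compounds were pin-transferred onto Tsg101 binding domain (10 uM final) in HEPES pH 7.5 buffer, then FITC-PTAP peptide was added at 50 nM final. After 20 min at RT, polarization reported peptide displacement across a qHTS concentration series.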
Integrin act MD: qHTS for Activators of Integrin-Mediated Alleviation for Muscular Dystrophy; Potency, µM (titrated, usually from 38.3 µM), inactives show top-dose activation, hits mostly activators; actives 0.064% (n = 350,000); AID 624291, 2012; alpha7betagal myoblasts, beta-gal FDG fluorescence, 48 h;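 further: potency means the concentration at half of the fitted maximal effect; 100% = response of the positive control SU9516; nearly all actives have a fitted effect of over 60% in size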
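alpha7betagal+/- myoblasts (passage 13, 250/well) treated 48 h at 37C with compounds at 1:260 dilution of DMSO stock. Lysed, then beta-galactosidase activity read as FDG fluorescence (ex 480/em 540) after 30 min, with pre-read for autofluorescence.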
ASM inhibitor: Inhibitors of Secretory Acid Sphingomyelinase (S-ASM): qHTS | actives 0.006% (n = 340,000) | Sphingomyelin phosphodiesterase (Homo sapiens), P17405 | placental ASM, HMU-PC fluorogenic substrate, 60 min | AID 504937, 2011 | Potency, µM (top dose mostly 57.5 µM), without a hit: at the highest dose activity change, negative = inhibition, hits mostly inhibitors; further: potency means the concentration at half of the fitted maximal effect
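Fluorogenic HMU-PC substrate (9 uM final) is turned over by placental ASM in 60 min at 37 C after a 10 min compound preincubation. Reaction ended by alkaline stop (pH 10), with fluorescence read at 386/447 nm.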
BRCA1 expr up: qHTS Assay to Identify Small Molecule Activators of BRCA1 Expression | MCF7-BRCA1-FFLuc reporter, luminescence, 48 h; response scale: scaled: vehicle 0%, 10 µM genistein 100% | Potency, µM (titrated, usually from 46.1 µM), inactives show top-dose activation, most hits filed as activators | actives 1.1% (n = 380,000); further: potency means the concentration at half of the fitted maximal effect; nearly all actives have a fitted effect of over 80% in size; some results filed as inactive show a strong effect at the top dose
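Using MCF7 cells harboring a BRCA1 firefly luciferase reporter, plated 2 h before compound pinning, the screen measured luminescence after 48 h incubation. Responses were normalized to DMSO and 10 microM genistein, then fitted for concentration-effect.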
Eya2 inh: qHTS Assay for Inhibitors of the Phosphatase Activity of Eya2; Protein phosphatase EYA2 (Homo sapiens), O00167; recombinant Eya2, OMFP fluorescence dephosphorylation (OMFP is methylfluorescein phosphate); Potency, µM (series often up to 76.9 µM), for the others: at the top dose activity, negative = inhibition, hits mostly inhibitors; actives 0.006% (n = 330,000); further: potency means the concentration at half of the fitted maximal effect; on the % scale 0 is the no-effect control and ±100 the full control effect
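Eya2 protein (added as 0.2 uM solution) was preincubated with compound for 10 min at ambient temperature in 50 mM HEPES pH 7.5, 50 mM NaCl, 5 uM MgCl2, 0.05% BSA, 1 mM DTT. OMFP (added at 50 uM) then reacted 10 min; fluorescence read at 485/525 nm.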
ELG1 genotoxic: qHTS screen for small molecules that induce genotoxicity in human embryonic kidney (HEK293T) cells expressing luciferase-tagged ELG1 | HEK293T ELG1-luciferase reporter, luminescence, 16 h | actives 1.3% (n = 330,000) | Potency, µM (doses to about 46 µM), without a hit: at the top dose activity change, positive = activation, usual class: activators; further: potency means the concentration at half of the fitted maximal effect; % of control where 0% means no effect; nearly all actives have a fitted effect of over 60% in size
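Screening used a luciferase reporter fused to human ELG1 in HEK293T cells. Luminescence was read on a CCD plate imager after 16 hr exposure and 30 min ONE-Glo incubation.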
p53 reactivation: qHTS assay for re-activators of p53 using a Luc reporter; H1299 p53-A138V BP100-luciferase reporter, luminescence, 24 h; Potency, µM (doses to about 92.2 µM), for inactives: top-dose activity change, positive = activation, hits mostly activators; actives 0.063% (n = 320,000); further: potency means the concentration at half of the fitted maximal effect; % of control where 0% means no effect; nearly all actives have a fitted effect of over 45% in size
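p53-null H1299 cells stably carrying temperature-sensitive p53-A138V and a BP100-luciferase reporter were pinned with compounds (4-point, 1:5 series) and held 24 hrs at 37 deg C. Luminescence was read 10 min after detection reagent.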
TRPV1 agonist: HTS Assay for Compounds that Act as Agonists of the Vanilloid Receptor 1; activation, % at 8.33 µM; actives 0.19% (n = 320,000); TRPV1-expressing cells, Fluo-8 calcium influx, agonist mode; in the data active means activation above about 80%; inconclusive means between about 30% and that limit; further: 0% is about no effect
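TRPV1-expressing cells were cultured overnight at 35.5C and loaded with Fluo-8 calcium dye for 40 to 90 min at room temperature. After a 10 s baseline, compound was added and calcium influx was read kinetically for 3 min (ex 480/em 520 nm).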
uPA generation: qHTS for Inhibitors of Cell Surface uPA Generation; cell surface uPA generation assay, qHTS; Potency, µM (highest dose often 38.3 µM), for the others: at the top dose activity change, negative = inhibition, usual class: inhibitors; actives 0.31% (n = 330,000); AID 540303, 2011; active means well fitted inhibition curve with a large enough effect; inconclusive means small, poorly fitted or top-dose-only effect; inactive means no such curve, though single readings can be large or run the other way; tested in mouse RAW 264.7 cells; further: potency means the concentration at half of the fitted maximal effect; on the % scale 0 is the no-effect control and ±100 the full control effect; nearly all actives have a fitted effect of over 55% in size
* marks the source's active call; other numbers are inactive results; ? = inconclusive; . = no result given; [ ] = another dose, or the depositor's remark. Unless noted, the call rests on the fitted dose curve; in most records, active means well fitted curve in the direction sought with a large enough effect; inconclusive means small, poorly fitted or top-dose-only effect, or another doubt; inactive means no such curve, though single readings can be large; an effect the other way counts as inactive or inconclusive.

SMILES	B2AR arrestin	USP2a block	PTAP TSG101 blk	Integrin act MD	ASM inhibitor	BRCA1 expr up	Eya2 inh	ELG1 genotoxic	p53 reactivation	TRPV1 agonist	uPA generation
O=C(Nc1nccs1)C1CC=CCC1 (stereo not drawn)	0.4%	3%	0%	-11%	-1%	17%	1%	-4%	3%	1	.
Cc1nc(NC(=S)NC(=O)c2cccs2)sc1C(=O)N(C)C	0.1%	1%	-1%	0%	0%	30%	-5%	11%	?	1	.
COc1cc2c(cc1OC)CN(C(=O)CCCOc1ccc(Cl)cc1Cl)CC2	0.2%	-16%	-1%	-16%	-8%	0%	-2%	-8%	-9%	-5	.
CC/C(Cc1ccccc1)=N/NC(=O)CNC(=O)c1ccc(Cl)cc1Cl	0.2%	2%	-3%	?	7%	-1%	10%	-1%	.	0	3%
C#CCOc1ccc2c(C)cc(=O)oc2c1	-0.9%	-1%	2%	.	333%[activator]	2%	-5%	5%	0%	3	3%
CC1(C)Cc2cccc(OCC(=O)Nc3ccccc3N3CCOCC3)c2O1	-1.0%	3%	0%	-9%	3%	-24%	9%	-17%	-3%	28	-1%
CC(=O)NCCc1nc2ccccc2[nH]1	0.2%	1%	-3%	-21%	1%	-5%	-1%	1%	0%	0	15%
CCN1CC(CN(C)Cc2nc(Cc3ccccc3)no2)CC1=O (stereo not drawn)	-0.5%	1%	1%	9%	4%	-3%	5%	0%	2%	3	1%
CCN1CCN(c2ccc(S(=O)(=O)N3CCOCC3)cc2NC(=O)c2ccc(Cl)cc2Cl)CC1	-0.3%	0%	1%	-12%	-3%	-10%	5%	1%	-3%	-4	-5%
Cc1cccc(C(=O)OCC(=O)Nc2c(C)nn(-c3ccccc3)c2C)c1O	-0.4%	0%	0%	12%	.	4%	10%	1%	0%	1	6%

2 of these compounds in another layout:
Below each compound – B2AR arrestin | USP2a block | PTAP TSG101 blk | Integrin act MD | ASM inhibitor | BRCA1 expr up | Eya2 inh | ELG1 genotoxic | p53 reactivation | TRPV1 agonist | uPA generation
> COc1cc2c(cc1OC)CN(C(=O)CCCOc1ccc(Cl)cc1Cl)CC2
  0.2% | -16% | -1% | -16% | -8% | 0% | -2% | -8% | -9% | -5 | .
> CC/C(Cc1ccccc1)=N/NC(=O)CNC(=O)c1ccc(Cl)cc1Cl
  0.2% | 2% | -3% | ? | 7% | -1% | 10% | -1% | . | 0 | 3%

Following part:
SMILES	B2AR arrestin	USP2a block	PTAP TSG101 blk	Integrin act MD	ASM inhibitor	BRCA1 expr up	Eya2 inh	ELG1 genotoxic	p53 reactivation	TRPV1 agonist	uPA generation
CCOC(=O)c1cc(S(=O)(=O)N2CCOCC2)cn1C	-0.6%	5%	2%	7%	3%	-7%	7%	-2%	-5%	-2	11%
c1ccc2c(c1)CCN(c1nc3ccccc3n3cnnc13)C2	0.0%	1%	-9%	-13%	-22%	-4%	-13%	0%	15%	2	-29%
Cc1cc(NC(=O)C(C)SCC(=O)OCC(=O)N(C)c2ccccc2)no1 (stereo not drawn)	0.5%	2%	-4%	-34%	4%	21%	-23%	1%	5%	-1	-3%
CC(C)NS(=O)(=O)c1ccc(CCC(=O)Nc2cc(Cl)ccc2Oc2ccccc2)cc1	0.0%	-1%	2%	-39%	-12%	-60%	-13%	-9%	6%	1	-8%
CC(C)(C)C(=O)Nc1ccc(N2CCN(S(C)(=O)=O)CC2)cc1	-0.3%	1%	-4%	-15%	2%	35%	7%	14%	2%	-1	6%
O=C(c1cc(-c2ccc(Cl)cc2)on1)N1CCCC1	-1.0%	1%	-5%	-5%	-3%	?	0%	2.9µM*	?	?	-3%
Cc1cc2nn(-c3ccc(F)cc3)nc2cc1N	-1.0%	0%	0%	0%	.	4%	-13%	1.6µM*	.	-4	-7%
COc1ccc(OCCNC2CCCC2)cc1	0.0%	2%	-6%	1%	4%	28%	0%	0%	4%	-3	16%
O=C(CCCCCNC(=O)N1CCn2c1nc1ccccc12)NCc1ccc(Cl)cc1	-0.1%	0%	-5%	15%	-3%	2%	-1%	-3%	-5%	2	-7%
CCc1cc2c(=O)[nH]c(N3CCOCC3)nc2s1	-1.0%	-1%	-8%	5%	11%	1%	-2%	11%	1%	-1	0%
COc1ccccc1CN(C)CC(=O)Nc1ccc(Cl)cc1C(F)(F)F	-0.8%	-1%	-2%	-40%	0%	-19%	-22%	3%	7%	19	11%
O=C(O)c1cc2c(=O)c3ccccc3oc2nc1C(F)(F)F	-1.1%	1%	2%	-3%	2%	8%	-11%	0%	1%	-1	-2%
OCCC1CN(Cc2cccn2-c2cccnc2)CCN1C1CCCC1 (stereo not drawn)	-0.4%	-2%	-4%	2%	-3%	-1%	-3%	3%	6%	3	-5%
Cn1c(N)c(C(=O)COC(=O)/C=C/c2cccc(Cl)c2)c(=O)n(C)c1=O	0.0%	1%	0%	-5%	-18%	-5%	-13%	-1%	-8%	.	-3%
CN(C)c1ccc(C2Nc3ccccc3C(=O)N2CCCN2CCOCC2)cc1 (stereo not drawn)	0.4%	1%	0%	-7%	16%	8%	16%	12%	8%	3	-13%
COCCCn1c2nc3ccccc3nc2c2c(=O)n(-c3ccccc3OC)cnc21	-0.1%	0%	0%	14%	179%[activator]	1%	8%	-2%	-8%	1	8%
O=C(Oc1ccc2c(c1)OCO2)c1ccc(Br)c(S(=O)(=O)N2CCOCC2)c1	0.4%	2%	-4%	22%[7.66 µM]	-3%	14%	-20%	-1%	-4%	10	.
COC(=O)c1sc(N)c(C(=O)OC)c1CSc1nc2sc3c(c2c(=O)n1C)CCC3	0.1%	0%	-7%	-13%	-16%	-38%	4%	-5%	-12%	-4	1%
O=C(COC(=O)C1=COCCO1)Nc1cc(C(F)(F)F)ccc1Cl	-0.7%	-2%	-1%	-7%	4%	1%	-22%	7%	-2%	.	-3%
Cc1cc(SCc2cccc(C(F)(F)F)c2)nc(=O)[nH]1	0.4%	1%	0%	0%	-7%	18%	-4%	3%	-9%	-1	14%
C[C@]12CCC3c4ccc(O)cc4CCC3C1CC/C2=N\N (stereo partly drawn)	.	.	-1%	6%	-2%	-26%	.	.	.	.	-1%
COc1cccc(OC)c1C(=O)Nc1ccc(C(=O)NCc2ccccc2)cc1	-0.3%	0%	.	-16%	2%	-11%	4%	4%	2%	0	6%
COc1cccc(CNC(=O)CSCC(=O)Nc2cc(C)on2)c1	0.3%	1%	1%	-14%	1%	-3%	21%	15%	15%	0	0%
CN1C=CC=C/C1=C1\SC(=S)N(C2CCCCC2)C1=O	0.0%	0%	-4%	-14%	?	7%	7%	5%	9%	25	.
O=C(N/C(=C/c1cccnc1)C(=O)N1CCOCC1)c1ccccc1Cl	0.0%	12%	-2%	?	2%	-2%	-2%	0%	0%	-1	8%
CC(NS(=O)(=O)c1ccc(CCC(=O)NCc2ccco2)cc1)c1ccccc1 (stereo not drawn)	-0.7%	6%	-1%	-16%	6%	2%	4%	1%	0%	2	-12%
Cc1ccc(-n2ncc3c(=O)n(CC(N)=O)cnc32)cc1C	0.7%	0%	-3%	-4%	0%	64%	-2%	6%	2%	-7	3%
CC(C)CC(=O)N1CCN(S(=O)(=O)c2ccccc2)CC1	-0.1%	3%	-8%	-15%	2%	3%[1.84 µM]	-31%	2%	9%	0	3%
O=C(COc1ccc(F)cc1)NCCCn1ccnc1	-0.1%	2%	-3%	-24%	4%	-26%	-5%	0%	3%	-1	0%
Cc1cc(F)c(F)c(C(=O)N2C(C)CCCC2C)c1Cl (stereo not drawn)	-0.3%	4%	-6%	-2%	2%	2%	1%	-6%	-3%	5	-22%
O=C(COC(=O)c1cncc(Br)c1)Nc1ccc(N2CCCCC2)cc1	0.0%	1%	-1%	?	-2%	3%	7%	5%	9%	3	-2%
COc1ccccc1NC(=O)C(=O)N1CCCC1	-0.3%	-4%	-2%	13%	-1%	44%	0%	5%	7%	14	6%
Cc1ccc(C)c(NC(=O)CN2C(=O)CC(C)S(=O)(=O)c3ccccc32)c1 (stereo not drawn)	0.1%	3%	-2%	36%	-2%	-2%	-4%	3%	5%	0	3%
